KDM5B inh = inhibitors of human KDM5B histone demethylase; Q9UGL1; KDM5B demethylase, FDH-coupled NADH fluorescence (FDH is formaldehyde dehydrogenase); Potency, µM (top dose mostly 57.7 µM), for inactives: at the top dose activity change, negative = inhibition, actives largely listed as inhibitors; 220,000 compounds, 2.6% hits; active = well fitted inhibition curve with a large enough effect; inconclusive = small, poorly fitted or top-dose-only effect; inactive = no such curve, though single readings can be large or run the other way; note: 0% is about no effect; nearly all actives have a fitted effect of over 70% in size
Target sequence (Q9UGL1 whole entry, looked up): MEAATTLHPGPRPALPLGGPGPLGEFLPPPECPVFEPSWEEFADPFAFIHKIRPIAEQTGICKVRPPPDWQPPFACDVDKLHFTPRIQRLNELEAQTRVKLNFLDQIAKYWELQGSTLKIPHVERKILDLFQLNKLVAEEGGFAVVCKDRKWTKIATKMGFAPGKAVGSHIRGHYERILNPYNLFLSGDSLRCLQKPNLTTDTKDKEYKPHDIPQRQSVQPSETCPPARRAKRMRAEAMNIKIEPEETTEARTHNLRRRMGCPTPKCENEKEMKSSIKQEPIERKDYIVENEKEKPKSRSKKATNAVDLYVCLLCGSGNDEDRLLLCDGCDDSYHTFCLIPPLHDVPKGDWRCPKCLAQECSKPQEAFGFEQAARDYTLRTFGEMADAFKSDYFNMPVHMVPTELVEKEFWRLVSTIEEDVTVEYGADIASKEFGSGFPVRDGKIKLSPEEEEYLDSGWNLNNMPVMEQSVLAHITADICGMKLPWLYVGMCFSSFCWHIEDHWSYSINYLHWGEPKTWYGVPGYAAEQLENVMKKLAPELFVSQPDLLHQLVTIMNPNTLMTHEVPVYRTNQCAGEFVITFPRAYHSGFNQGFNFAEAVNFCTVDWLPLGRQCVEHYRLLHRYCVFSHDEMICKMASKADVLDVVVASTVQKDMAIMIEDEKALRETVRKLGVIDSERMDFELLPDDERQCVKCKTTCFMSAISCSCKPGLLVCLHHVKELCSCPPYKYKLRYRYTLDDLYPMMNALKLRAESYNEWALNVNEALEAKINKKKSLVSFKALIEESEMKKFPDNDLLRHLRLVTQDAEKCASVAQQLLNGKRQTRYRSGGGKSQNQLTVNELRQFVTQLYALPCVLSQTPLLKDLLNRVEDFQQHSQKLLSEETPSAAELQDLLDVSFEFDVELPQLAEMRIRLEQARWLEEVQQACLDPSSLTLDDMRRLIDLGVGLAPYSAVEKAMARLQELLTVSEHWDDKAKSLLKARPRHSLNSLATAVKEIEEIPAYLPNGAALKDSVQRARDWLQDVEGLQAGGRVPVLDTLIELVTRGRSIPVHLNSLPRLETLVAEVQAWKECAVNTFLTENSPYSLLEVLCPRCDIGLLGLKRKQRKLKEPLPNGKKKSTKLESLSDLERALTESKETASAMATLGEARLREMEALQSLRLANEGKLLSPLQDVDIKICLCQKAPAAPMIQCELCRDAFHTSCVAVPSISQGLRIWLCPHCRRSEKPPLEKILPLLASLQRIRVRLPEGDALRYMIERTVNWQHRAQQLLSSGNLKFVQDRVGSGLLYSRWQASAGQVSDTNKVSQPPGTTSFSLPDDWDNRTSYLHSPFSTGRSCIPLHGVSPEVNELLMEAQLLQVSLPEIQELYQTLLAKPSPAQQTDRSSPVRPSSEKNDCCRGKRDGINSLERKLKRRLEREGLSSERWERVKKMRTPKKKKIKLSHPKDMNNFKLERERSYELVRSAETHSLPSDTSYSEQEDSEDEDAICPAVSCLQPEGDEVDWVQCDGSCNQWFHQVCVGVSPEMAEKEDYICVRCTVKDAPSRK
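Coupled FDH/NAD⁺ fluorescence readout. KDM5BΔAP 200 nM final; compound titration, 10 min RT preincubation; substrate mix 12.5 µM H3K4me3, 25 µM 2-OG, 50 µM Fe(II), 100 µM ascorbate, 0.25 mM NAD⁺, 0.25 U/mL FDH; ΔRFU over 30 min.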
The depositor's hits bear a star; ? = inconclusive; & = joins results of further samples; [ ] = another dose, or the depositor's remark. Potency is the fitted concentration of half-maximal effect.

SMILES	KDM5B inh
O=C(N[C@@H](CO)c1ccccc1)c1cc(COc2cccc(F)c2)[nH]n1	14.1%
Cc1cc(C)n(CC(=O)N2CCCCC2C(=O)Nc2ccc(-n3nc(C)cc3C)cc2)n1 (centres undefined)	-21.1%
COc1ccc(-c2ccc3ncc(Nc4ccccc4C)n3n2)cn1	-19.7%[86.2 µM]
Cn1ncc2c(NCc3noc(-c4cccs4)n3)nc(C(C)(C)C)nc21	-22.5%
O=C(N/N=C/c1ccsc1)c1ccc(-c2ccccc2)cc1	-6.9%
CC(=O)N1CCC(C(=O)NCc2cccnc2N(C)Cc2ccccc2)CC1	?
CN(C)CC(=O)N1Cc2ccccc2CC2(CCN(Cc3ccccc3)C2)C1 (centres undefined)	-10.5%[115 µM]
CSc1ccc(CCNC(=O)c2c(C)nn(-c3ccc(F)cc3)c2-n2cccc2)cc1	-22.1%
Cc1cc(C)cc(OCCn2c(CN(C)C(=O)c3ccco3)nc3ccccc32)c1	-11.8%
CCc1cn(C[C@@H](C(=O)O)N(C)C)c(=O)[nH]c1=O	-4.8%[115 µM]
CCN(CC)S(=O)(=O)N1CCCC(c2nncn2C)C1 (centres undefined)	17.9%
CCN(c1ccccc1)S(=O)(=O)c1ccc(C(=O)Nc2nc3ccccc3[nH]2)cc1	17.0%
Cc1c(-c2nnc(SCC(=O)Nc3ccccc3F)o2)nnn1-c1ccc(F)cc1	-9.6%
CN1CCCN(C[C@@H]2CN(C(=O)c3ccnc4ccccc34)C[C@@H]2CO)CC1	-25.2%
Cc1nc(-c2ccc(S(=O)(=O)Nc3ccc(C)c(N(C)C)c3)cc2)co1	-17.2%
CC(=O)N1CCCN(C(=O)[C@@H]2Cc3cn(C)c4cccc(c34)[C@H](CC(C)C)N2)CC1	?
CCc1nnc(NC(=O)c2nc(SCc3ccccc3C)ncc2Cl)s1	?
CCCCC(CC)C(=O)Nc1cc(C)ccc1C (centres undefined)	13.3%
Cc1ccc(NC(=O)C2(C#N)CCCC2)c(C)c1	14.4%
C/C=C/Cn1c(SCCCCCCC)nc2c1c(=O)[nH]c(=O)n2C	-1.3%
Cc1cccc(C(=O)NC(C(=O)N2CCCC2)C2CCN(C(=O)c3cccs3)CC2)c1 (centres undefined)	20.8%
CCCOc1ccc(NC(=O)c2cccc(Cl)c2)c2cccnc12	4.8%
CCCOc1ccc(CNc2ccc(Oc3ccccc3)cc2)cc1	?
COCCN1CCCC2(CCN(c3nc(C)nc4sccc34)C2)C1=O (centres undefined)	-20.0%
Cc1cccc(CNC(C(=O)O)C(C)C)c1 (centres undefined)	-6.0%
C=CCN1CCC2(CCC1=O)CN(c1ccc(C#N)cn1)CCN2C (centres undefined)	?
CN(Cc1ccccc1)S(=O)(=O)c1ccc(NC(=O)CN2CCN(c3ccc(O)cc3)CC2)cc1	?
CCOC(=O)c1ccc(NC(=O)c2cc3cc(C)ccc3n2C)cc1	5.4%
CC(C)CNC(=O)C(C)SCc1coc(-c2ccc(Cl)cc2)n1 (centres undefined)	18.7%
Cc1nn(-c2ccc(F)cc2)c(Oc2ccccc2F)c1CCC(=O)NC(C)C	-19.5%
Cc1ccc(/C=C/S(=O)(=O)NCCC(=O)O)cc1	-11.2%
COCCn1cc2c3c(cccc31)CN(C(=O)c1ccc(C)c(C)c1)CC2	?
Cc1ccc(CSc2nc3ccncc3n2Cc2nc(-c3ccccc3C)oc2C)cc1	?
CN(C)S(=O)(=O)N1CC(c2nnc(-c3ccncc3)o2)C2(CCOCC2)C1 (centres undefined)	-10.8%
CCCNC(=O)CC(c1ccc(F)cc1)c1c[nH]c2ccccc12 (centres undefined)	?
CC(NC(=O)C1CCCCC1)c1ccccc1 (centres undefined)	15.9%
CN(C)C(=O)C1CN(C(=O)Nc2cc(F)c(F)c(F)c2)CC12CCOCC2 (centres undefined)	2.0%
Cc1ccccc1OCCn1c(CN2CCCCC2)nc2ccccc21	-1.5%
O=C(CN1CCC(c2ccccc2)CC1)N[C@H](c1ccccn1)C1CC(O)C1 (some centres undefined)	-25.4%
CCc1ccc(CNC(=O)CCC(=O)N2Cc3cccc(OC)c3Oc3ncccc32)cc1	5.4%
CCOc1cc(/C=C2\SC(=S)N(N3CCOCC3)C2=O)ccc1O	26.5%
CCNc1nc(-c2ccc(NC(=O)CC)cc2)cs1	2.3%
CC(C)(C)CC(=O)N1CCC2(CC1)N(c1ccccc1)C(=O)CS2(=O)=O	19.2%
CC(NC(=O)c1cccc2c1CCN2C(=O)Nc1ccc(F)cc1)c1ccccn1 (centres undefined)	-16.5%
COc1ccccc1N1CCN(c2ncnc3onc(C)c23)CC1	-9.0%
Cc1ccc(Cl)cc1NC(=O)N(C)CCO	27.6%
O=C(CSc1nccn1Cc1ccco1)Nc1ccc(F)cc1	19.0%&2.6%
CN1CCN(CC(=O)N2CCCC(c3ccc(Cl)cc3)C2)C1=O (centres undefined)	-13.9%
COc1ccc(-c2nc(C#N)c(NC3CCCCC3)o2)cc1	?
CCCOc1ccc(C(=O)Nc2cc(-c3nc4cc(C)cc(C)c4o3)ccc2C)cc1	-27.1%[11.5 µM]
CN1C(=O)C2(CCN(Cc3ccc(F)cc3)C2)c2ccccc21 (centres undefined)	-19.6%[86.2 µM]
Cc1ccc2c(CC(=O)N(Cc3cccs3)C3CC3)coc2c1C	-8.5%
COc1ccccc1CNC(=O)c1cc2cc3ccc(Cl)cc3nc2o1	?
CCCc1cc(=O)oc2cc(OC(C)C(=O)OCC)ccc12 (centres undefined)	?
O=C(Cn1ncc2c3ccccc3n(Cc3ccc(Cl)cc3)c2c1=O)NCCCc1ccccc1	-10.7%
Cc1ccc(NC(=O)C(Sc2ccc(S(=O)(=O)N3CCCC3)cn2)c2ccccc2)cc1 (centres undefined)	2.1%
CCn1cc(C(=O)N2C[C@@H](CN3CCN(C)CC3)[C@@H](CO)C2)cn1	6.0%
CCN(CC)C(=O)CN(C)C(=O)CCc1ccccc1	-4.7%
CN1C(=O)c2cccn2CC1C(=O)Nc1cccc(Cl)c1 (centres undefined)	17.9%
CN(Cc1ccc(-c2ccc(Cl)cc2)o1)C(=O)CNC(=O)c1ccccc1F	-13.7%

As entered above:
CCn1cc(C(=O)N2C[C@@H](CN3CCN(C)CC3)[C@@H](CO)C2)cn1 | KDM5B inh = 6.0%
CN1C(=O)c2cccn2CC1C(=O)Nc1cccc(Cl)c1 (centres undefined) | KDM5B inh = 17.9%

Following part.
SMILES	KDM5B inh
O=C(Nc1ccc(-n2cncn2)nc1)C1CCCCC1	7.7%
O=C(COc1ccc2c(=O)c(Oc3ccc(F)cc3)coc2c1)NCc1ccc(F)cc1	14.4%
CC(O)c1cc2n(n1)CCN(Cc1cc(=O)n3nc(C4CC4)sc3n1)C2 (centres undefined)	25.1µM*
CCCCC(=O)Nc1cccc(-c2nc3ncccc3o2)c1C	?
CN(C(=O)Cn1cccc1-c1nc(-c2ccc(F)cc2)no1)c1ccccc1	?
CCCNC(=O)N1C[C@@H]2C(=O)N(C(CC)c3cccs3)C(=O)[C@@H]2C1 (some centres undefined)	-13.7%
Cc1ccc(C=Nc2ccc(C)c(N=Cc3ccc(C)s3)c2)s1	?
COc1ccc(-c2c(C)oc3cc(OCC(=O)Nc4ccc5c(c4)OCCO5)ccc3c2=O)cc1	-22.1%
O=C(CCc1c[nH]c2ccccc12)N1CCC(Oc2ncccc2C(=O)N2CCCCC2)C1 (centres undefined)	-6.8%
O=C1CC(c2noc(Cc3ccc(F)cc3)n2)CN1c1ccc(F)cc1 (centres undefined)	13.5%
CN1N=C2c3ccccc3CCCC2C1c1ccc(F)cc1 (centres undefined)	?
CC(C)C(=O)N1CCC(C(=O)NCC2(c3ccccc3)CC2)CC1	17.1%
COCCNC(=O)c1ccc2c(c1)N(C)C(CC(=O)NCc1ccon1)CO2 (centres undefined)	28.2µM*
N#Cc1ccccc1NC(=O)C1CCCC1	25.4%
O=c1cc(CN2CCN(C/C=C/c3ccccc3)CC2)c2cc(O)c(-c3ccccc3)cc2o1	-23.4%
O=C(CCn1cncn1)N1CCC(c2cc(-c3ccccc3Cl)n[nH]2)CC1	-1.2%
CC(NC(=O)c1noc(-c2ccc(F)cc2)n1)c1ccccc1 (centres undefined)	-2.9%
O=C(O)Cc1ccc2ccc3ccccc3c2c1	-4.3%
COc1ccc(-n2ccnc2SCC(=O)Nc2nnc(C)s2)cc1	-16.1%
COc1ccc(N2CCN(C3CCCN(CC4CC4)C3)CC2)cc1 (centres undefined)	25.3%
COc1ccccc1CCN1CCCC(CN(C)C(=O)Nc2ccccc2)C1 (centres undefined)	0.3%
Cc1ccc(N(C)S(=O)(=O)c2cccc(C(=O)Nc3nc4ccccc4[nH]3)c2)cc1	?
Cn1cccc1C(=O)N1CCC(c2[nH]ncc2Cc2ccccc2)CC1	6.7%
COC(=O)[C@H](NC(=O)[C@@H]1[C@@H](NC(=O)Nc2cccc(SC)c2)CCN1C(=O)C=C(C)C)C(C)C	24.8%

Five compounds out of the list above, arranged by the number in KDM5B inh, largest number first.
SMILES	KDM5B inh
COc1ccc(N2CCN(C3CCCN(CC4CC4)C3)CC2)cc1 (centres undefined)	25.3%
COc1ccccc1CCN1CCCC(CN(C)C(=O)Nc2ccccc2)C1 (centres undefined)	0.3%
CC(NC(=O)c1noc(-c2ccc(F)cc2)n1)c1ccccc1 (centres undefined)	-2.9%
COc1ccc(-n2ccnc2SCC(=O)Nc2nnc(C)s2)cc1	-16.1%
O=c1cc(CN2CCN(C/C=C/c3ccccc3)CC2)c2cc(O)c(-c3ccccc3)cc2o1	-23.4%

5 entries from above, in markdown.
| Structure | KDM5B inh |
| --- | --- |
| N#Cc1ccccc1NC(=O)C1CCCC1 | 25.4% |
| O=C(CCn1cncn1)N1CCC(c2cc(-c3ccccc3Cl)n[nH]2)CC1 | -1.2% |
| COCCNC(=O)c1ccc2c(c1)N(C)C(CC(=O)NCc1ccon1)CO2 (centres undefined) | 28.2µM* |
| COc1ccc(-n2ccnc2SCC(=O)Nc2nnc(C)s2)cc1 | -16.1% |
| COc1ccccc1CCN1CCCC(CN(C)C(=O)Nc2ccccc2)C1 (centres undefined) | 0.3% |

The list continues:
SMILES	KDM5B inh
O=C(Nc1c(C(=O)NC2CCCCC2)cnn1-c1ccccc1)c1ccccc1	21.0%
Cc1cc(C)cc(-n2nnc(-c3nc(-c4ccc5c(c4)OCO5)no3)c2C)c1	3.7%
COc1ccc(CCC(=O)NC2CC(=O)N(c3ccc(F)cc3)C2)cc1 (centres undefined)	-12.4%
O=Cc1cccc(-c2ccccc2F)c1	-12.2%[287 µM]
O=C(Nc1cccc(O)c1)c1cc(-c2ccco2)nc2ccccc12	?
CCC(=O)N1Cc2ccccc2OC2(CCN(C(C)C)CC2)C1	-7.0%
CC(=O)Nc1ccc(N2C(=O)C(=O)/C(=C(/O)c3ccc(C)cc3)C2c2ccccc2)cc1 (centres undefined)	-3.9%
CC(C)(C)CC(C)(C)NCc1ccc2c(c1)OCO2	18.4%
Cc1c(OCC(=O)OC(C)C)ccc2c(-c3ccccc3)cc(=O)oc12	-0.9%
CCCCN(CCCNC(=O)c1c(C)oc2nc[nH]c(=O)c12)Cc1ccccc1	?
CCC(=O)N1CCC(Cc2ncc(C)n2C(C)C)C1 (centres undefined)	1.5%
Cc1ccc(SCc2cc(=O)[nH]c(N3CCN(c4ccccc4)CC3)n2)cc1	9.0%
Cc1oc(-c2ccc(Cl)cc2)nc1CN1CCCC(C(=O)NCc2ccccc2)C1 (centres undefined)	-11.1%
COc1cccc(-c2[nH]cnc2-c2ccccc2)c1OCCCn1ccnc1	36.3%[activator]
CC(C)N[C@H]1C[C@@H](Cc2cc(CN3CCOCC3)on2)C1(C)C	0.1%[86.2 µM]
COc1ccc(Cc2ncc3c(n2)CN(C(=O)C(CO)NC(C)=O)C3)cc1 (centres undefined)	?
Cc1cccc(-n2ncc3c(N4CCN(c5ccccc5)CC4)ncnc32)c1	?
CC(=O)Nc1cccc(C(=O)OCCCOc2ccc(F)cc2)c1	-7.5%
N/C(=N/OC(=O)c1ccc(Cl)cc1)c1ncc([N+](=O)[O-])s1	19.6%
Cc1ccc2c(C(=O)N3CCN(c4ccccc4F)CC3)cc(NC(=O)C(C)C)cc2n1	?
O=C(O)c1cccc2c1/C(=N/O)c1ccccc1-2	15.3%
CC1CCc2nc3ncn(Cc4cccc(F)c4)c(=O)c3cc2C1 (centres undefined)	11.8%
COc1ccc(-c2noc(-c3nnn4c3COC(c3ccc(C)cc3C)C4)n2)c(OC)c1 (centres undefined)	-26.7%
CC(C)NC(=O)N1CCC2(CC1)CC(C(=O)N1CCOCC1)N(C)C2 (centres undefined)	0.0%
CC(C)(C)c1nc(Sc2ccc([N+](=O)[O-])cn2)n[nH]1	5.4%
O=C(CN(C1CCCCC1)S(=O)(=O)c1ccc(Br)cc1)N1CCCCCC1	8.3%
O=C1NCc2ccccc2CC12CCN(Cc1cccc(F)c1F)C2 (centres undefined)	8.9%[149 µM]
CCC(c1cccs1)N1C(=O)[C@H]2CN(S(=O)(=O)Cc3ccccc3F)C[C@H]2C1=O (some centres undefined)	-13.8%
CNc1ccnc(N2CCCC(CO)(Cc3ccc(F)cc3)C2)n1 (centres undefined)	?
COc1ccccc1-c1nnc(C2CCN(C(=O)c3ccccc3C)CC2)o1	-13.6%
O=C(CCc1cc(Cl)no1)N1CCCC(c2nc(C3CCOCC3)no2)C1 (centres undefined)	?
CCOc1ccc(C(=O)NCC(c2ccc(Cl)cc2)N2CCCCC2)cc1 (centres undefined)	-11.7%
O=C(Nc1nnc(SCc2cc(=O)n3cc(Cl)ccc3n2)s1)c1cccc(F)c1	8.9%
COc1ccccc1-c1nc2c(c(SCC(=O)Nc3c(C)cc(C)cc3C)n1)Cc1c(CO)cnc(C)c1O2	?
CN(C1CCc2ccccc21)S(C)(=O)=O (centres undefined)	-15.9%[115 µM]
COc1ccc(CNC(=O)C2CCN(S(=O)(=O)c3ccc4c(c3)CCCN4C(C)=O)CC2)cc1	5.8%

A portion of the library. The share of hits here may be higher or lower than overall.
